High-throughput results deposited in PubChem by several laboratories.
eLon inh = inhibitors of E. coli Lon protease; inhibition, % at 7.94 µM; AID 602123; 360,000 tested, 0.42% active; P0A9M0; purified E. coli Lon protease, fluorescence polarization; in the data active = inhibition above about 13%, passing the limit was not always enough;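 also: 0% = enzyme with probe and DMSO and 100% = no enzyme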
MLLE-PAM2 inh = blocks PAM2 peptide binding to the PABP1 MLLE domain; P11940; GST-MLLE / FITC-PAM2 fluorescence polarization; inhibition, % at 20 µM; 360,000 tested, 0.36% active; in the data active = inhibition above about 35%, passing the limit was not always enough;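 also: plate controls were DMSO wells with GST-MLLE for no effect and wells lacking GST-MLLE protein for full effect; some results filed as inactive read as strong as hits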
FAS-TE inh = FAS thioesterase (human) inhibition; P49327; recombinant FAS-TE, OMFH fluorogenic substrate, fluorescence endpoint; inhibition, % at 15 µM; 360,000 tested, 0.67% active;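 active = compounds whose normalised, plate-corrected inhibition of enzyme fluorescence in the single-dose primary screen is 50% or more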;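 also: 0% = DMSO with enzyme and 100% = substrate without enzyme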
Rpn11 block = Rpn11 (human) deubiquitinase inhibition | AID 588493 | calls only at 20 µM | 360,000 tested, 0.59% active | human 26S proteasome, Ub4-pepOG fluorescence polarization; 20S core pre-blocked with epoxomicin;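 active = inhibition at 20 µM, scaled to each plate's controls, above about 33%, limit read from the data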
MT1-MMP act inh = MT1-MMP (human) activation inhibition | P50281 | HT1080 RFP-PRO-GFP cells, GFP/RFP ratio fluorescence, overnight; percent of plate control window, DMSO zero | GFP/RFP ratio change, % at 20 µM | 360,000 tested, 0.061% active;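 active = GFP/RFP ratio change of at least 30% with cell ATP level not reduced by more than half and red fluorescence within 50% of control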; also: strong numbers were not always called active
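Assay system – RFP-PRO-GFP reporter HT1080 cells · Compound dosing – single dose of 20 µM compound, 1% DMSO final · Incubation – overnight compound exposure at 37 °C · Measure – GFP/RFP fluorescence ratio · Benchmarks – DMSO wells and RFP-L50D-GFP cells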
CSN inh = blocks human CSN-mediated cullin deneddylation; 360,000 tested, 0.38% active; Purified CSN, SCF-Nedd8-OG deneddylation, fluorescence polarization; inhibition, % at 12.5 µM; AID 651999;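 active = pattern-corrected inhibition above about 35%, with an unprinted fluorescence ratio check between 0.5 and 1.5, limit read from the data, passing the limit was not always enough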;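 also: 0% = enzyme with substrate and 100% = substrate without enzyme; some results filed as inactive read as strong as hits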
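assay system = purified human Csn5 enzyme expressed in HEK293T cells | amount = 0.24 nM enzyme | buffer or medium = Tris/NaCl/DTT buffer, pH 7.5 | reagent = 10 nM SCFSkp2-Nedd8OG | compound = one concentration, 12.5 µM, 0.25% DMSO | times = 90 min reaction at room temperature | signal = FP | read-out basis = % inhibition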
MsrA act = activates bovine MsrA enzyme. purified bovine MsrA, absorbance read-out. activation, % at 10.6 µM. 360,000 tested, 0.3% active. AID 602163; in the data active = activation above about 7.5%;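 also: 0% = vehicle and 100% = reference activator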
Rin1-Abl PPI inh = human Rin1-Abl interaction inhibition; AID 588664; inhibition, % at 7.35 µM; 360,000 tested, 0.4% active; TR-FRET Rin1/Abl binding, biochemical; in the data active = inhibition above about 5%, passing the limit was not always enough
MsrA inhibitor = bovine MsrA inhibition; AID 651718; 360,000 tested, 0.75% active; inhibition, % at 15.5 µM; purified bovine MsrA, absorbance read-out; in the data active = inhibition above about 4.5%;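 also: 0% = vehicle wells with enzyme and 100% = reference inhibitor wells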
* marks the source's active call; other numbers are inactive results; i = inactive; · = not tested or not shown.

SMILES	eLon inh	MLLE-PAM2 inh	FAS-TE inh	Rpn11 block	MT1-MMP act inh	CSN inh	MsrA act	Rin1-Abl PPI inh	MsrA inhibitor
C=C(C)COc1ccc(-c2[nH]ncc2-c2ccc(OC)cc2)c(O)c1	1	0	-34	i	-8	-2	-2	-2	-0.3
Cc1nnc(N/N=C/c2ccc(Br)cc2)n1N	-12	-1	-4	i	0	-3	34*	6.7*	0.1
COC(=O)c1ccc(-c2nc3ccc(C)cc3o2)cc1	10	1	-5	i	8	-3	-1	-1	1.0
C[C@@H]1COC(=O)[C@@H](CC(=O)OC(C)(C)C)C/C=C\C[C@H](CC(=O)NCCO)C(=O)N1	-2	6	-8	i	1	107	-3	4	0.3
COc1ccc(OC)c(NC(=O)c2cccnc2)c1	-4	0	-3	i	2	-2	0	1	1.1
Nc1c(C(=O)Nc2cccc(F)c2)nnn1-c1ccc2c(c1)OCCO2	3	-1	0	i	1	5	-2	-2	-1.4
COc1cc(NC(=O)Cn2nnc(-c3ccccc3N)n2)cc(OC)c1	-10	0	10	i	-1	-6	-1	-2	1.0
CN(C(=O)c1ccc(N2CCCCC2)c([N+](=O)[O-])c1)C1(C)CCS(=O)(=O)C1 (configuration not stated)	-4	6	-2	i	7	-5	-13	-4	-0.4
Cc1ccc(S(=O)(=O)N(C)CC(=O)Nc2nnc(CC(C)C)s2)cc1	-15	-11	-3	i	2	-6	-2	0	-1.1
COc1cccc(CN(C)C(=O)C2CCCN(C(=O)c3ccc(Cl)cc3)C2)c1 (configuration not stated)	-4	-2	-11	i	-4	0	-2	-1	0.0
CC(COc1ccc(C(C)C)cc1)NC(=O)c1ccc(Br)o1 (configuration not stated)	1	-9	26	i	4	-4	-3	2	-0.6
N#CC(c1ccc(F)cc1)c1ccc(C(=O)c2ccccc2)cc1 (configuration not stated)	5	5	18	i	0	4	0	4	-0.7
COc1ccc(C=O)cc1Cn1ccnc1	-3	6	-6	i	-2	-3	-2	3	-0.6
Cc1ccc(-c2cc(C(=O)Nc3c(C)n(C)n(-c4ccccc4)c3=O)c3ccccc3n2)cc1	-6	-3	-1	i	7	-6	-5	3	0.7
CC(Oc1ccc2c(-c3ccccc3)cc(=O)oc2c1)C(=O)N1CCC[C@@H]1C(N)=O (some centres not stated)	-4	17	-4	i	1	1	-4	1	1.2
Cc1ccsc1C1Nc2ccc3ncccc3c2C2=C1C(=O)CCC2 (configuration not stated)	3	4	9	i	2	-5	-2	-3	0.9
CCc1nnc(NC(=O)C2CCN(c3nc(C)cc(C)n3)CC2)s1	5	-17	-5	i	0	7	-2	1	-0.7
Nc1[nH]ncc1C(=O)Nc1cccc(C(F)(F)F)c1	-3	6	0	i	1	-2	0	1	0.8
CN(Cc1cccnc1)C(=O)CC1C(=O)NCCN1Cc1ccc(-c2ccccc2)cc1 (configuration not stated)	-8	7	-2	i	3	-3	0	-3	-0.3
C[C@H](NC(=O)C1CCN(S(=O)(=O)c2ccccc2)CC1)C(=O)NCc1ccc(Cl)c(Cl)c1	-15	1	52*	i	-3	0	-1	1	-0.1
O=[N+]([O-])c1ccc(/C=N/N/C(=N/c2ccccn2)c2ccccn2)cc1	-9	25	8	i	6	0	-2	-2	3.4
Cc1ccc(S(=O)(=O)CCNC(=O)Cc2ccc(Cl)cc2)cc1	5	20	-4	i	-2	-1	-6	-1	0.6
CSc1ccccc1NC(=O)CN(C)C(=O)C1CCN(C(=O)Nc2ccccc2)CC1	9	7	-3	i	-1	-3	-8	2	-0.9
Cc1cc(NS(=O)(=O)c2ccc(NC(=O)CN3C(=O)c4ccccc4C3=O)cc2)nc(C)n1	-2	-7	-11	i	3	1	-10	-4	0.3
COC(=O)C(CC(C)C)NC(=O)/C=C/c1ccc(Cl)cc1 (configuration not stated)	-12	2	1	i	-6	3	-2	0	-0.4
Cc1cc(C)n(CCN(C)C(=O)C2CCC(=O)N(CCc3cccc(F)c3)C2)n1 (configuration not stated)	0	13	-8	i	0	-2	-4	6	-0.1
Brc1ccc(C[n+]2ccccc2)cc1	0	3	-11	i	2	1	-3	1	-0.8
O=C(CCn1c(=O)oc2ccccc21)Nc1cccc(Br)c1	-3	1	6	i	-7	-2	-1	-1	-0.9
Cc1ccccc1CN1CCN(S(=O)(=O)c2ccc(Cl)s2)CC1	6	-4	31	i	1	4	-9	-1	-0.4
Cc1nn(-c2ccccc2)c(C)c1/C=N/NC(=O)CSc1nnc(SCc2cccc3ccccc23)s1	6	-44	36	i	-3	1	-5	-1	2.1

5 of the entries above in order of their number in MT1-MMP act inh, highest first:
molecule	eLon inh	MLLE-PAM2 inh	Rpn11 block	MT1-MMP act inh	CSN inh	MsrA act	Rin1-Abl PPI inh	MsrA inhibitor
Cc1ccsc1C1Nc2ccc3ncccc3c2C2=C1C(=O)CCC2 (configuration not stated)	3	4	i	2	-5	-2	-3	0.9
Nc1[nH]ncc1C(=O)Nc1cccc(C(F)(F)F)c1	-3	6	i	1	-2	0	1	0.8
CCc1nnc(NC(=O)C2CCN(c3nc(C)cc(C)n3)CC2)s1	5	-17	i	0	7	-2	1	-0.7
C[C@H](NC(=O)C1CCN(S(=O)(=O)c2ccccc2)CC1)C(=O)NCc1ccc(Cl)c(Cl)c1	-15	1	i	-3	0	-1	1	-0.1
COC(=O)C(CC(C)C)NC(=O)/C=C/c1ccc(Cl)cc1 (configuration not stated)	-12	2	i	-6	3	-2	0	-0.4

Back to the main list, starting 2 compounds before the break.
SMILES	eLon inh	MLLE-PAM2 inh	FAS-TE inh	Rpn11 block	MT1-MMP act inh	CSN inh	MsrA act	Rin1-Abl PPI inh	MsrA inhibitor
Cc1ccccc1CN1CCN(S(=O)(=O)c2ccc(Cl)s2)CC1	6	-4	31	i	1	4	-9	-1	-0.4
Cc1nn(-c2ccccc2)c(C)c1/C=N/NC(=O)CSc1nnc(SCc2cccc3ccccc23)s1	6	-44	36	i	-3	1	-5	-1	2.1
CCOc1ccc(C(=O)O/N=C(\N)c2ccccn2)cc1OCC	-4	-3	-4	i	-7	-1	-4	2	-0.7
CCCCC(=O)O[C@]1(C(=O)CO)CC[C@H]2[C@@H]3CCC4=CC(=O)CC[C@]4(C)[C@H]3[C@@H](O)C[C@@]21C	0	3	2	i	-4	3	-2	1	-0.2
O=C(C1CCN(C2CCN(C/C(Cl)=C/c3ccccc3)CC2)CC1)N1CCOCC1	-14	0	-5	i	5	-5	-4	-3	-0.5
CCSc1n[nH]c2nc3c(c(=O)n12)C1(CCCCC1)Cc1ccccc1-3	4	14	-7	i	2	-4	-3	-2	0.2
CN(CC(=O)N1CCN(c2ccccc2)CC1)C1CCCc2ccccc21 (configuration not stated)	-3	-11	10	i	-2	4	1	2	-0.8
CC(C)CNC(=O)c1ccccc1NC(=O)c1ccccc1N(C)S(C)(=O)=O	3	24	0	i	1	1	1	-1	0.9
COc1ccc(C(=O)NCC(=O)NCCc2c[nH]c3ccccc23)cc1OC	-7	-7	-5	i	1	2	-1	-5	1.6
CC(=O)Nc1ccc(OCC(O)CNC2CCCC2)cc1 (configuration not stated)	-2	1	-8	i	0	5	-1	8	0.1
O=C(O)c1cc(-c2cccc(Cl)c2)nc2nc(N3CCCCC3)sc12	0	9	-3	i	7	-6	-6	-6	1.5
COc1ccc(/C=C/C(=O)OCC(=O)NC(C)CCc2ccccc2)cc1 (configuration not stated)	-9	4	4	i	0	3	-3	3	1.2
C[C@H](CO)N1C[C@H](C)[C@@H](CN(C)S(=O)(=O)c2ccc(F)cc2)OCc2cn(nn2)CCCC1=O	-10	-9	-7	i	-1	3	-3	-3	-0.1
O=C1CCC/C=C/C[C@@H](CC(=O)N(CCO)Cc2ccccc2)C(=O)NC[C@@H](c2ccccc2)O1	0	16	-10	i	-4	-5	-13	-2	-1.0
CCN(CC)Cc1c(O)ccc2cc(-c3nc4ccccc4n3C)c(=O)oc12	-15	13	-6	i	-13	0	-1	2	2.0
O=c1oc(CCCO)cc2ccc(C#CC3(O)CCCCC3)cc12	-3	0	-6	i	6	-1	0	0	1.1
CCCNC(=S)N1CCC(c2nc3cc(C)c(C)cc3[nH]2)CC1	9	-49	-4	i	2	5	-2	-4	0.4
O=C(O)c1cnc(-c2ccccc2)nc1Oc1ccccc1	-7	6	-11	i	3	-2	-8	1	0.6
Cc1ccc(NS(=O)(=O)c2ccc(-c3coc(C)n3)cc2)c(Br)c1	-4	12	4	i	0	-5	-3	0	-0.5
O=C(NCCc1c[nH]c2ccccc12)c1cnc2sccn2c1=O	-8	6	-2	i	2	4	-1	-3	2.2
COc1ccc(CC(=O)NC(C)c2nnc(SCCOc3ccc(OC)cc3)n2C)cc1 (configuration not stated)	-2	-17	-5	i	-1	1	-11	-3	-0.3
COc1ccc(S(=O)(=O)N(c2onc(C)c2Cl)S(=O)(=O)c2ccc(OC)cc2)cc1	-4	7	-8	i	-2	-3	-6	1	0.0
CC(=O)OC(COc1ccc(F)cc1)Cn1cnc2ccccc21 (configuration not stated)	10	8	3	i	-2	-8	-3	1	0.5
Cc1ccc(S(=O)(=O)N2C[C@@H]3CCCC[C@@H]3[C@@H](C)[C@H]2c2cn(Cc3ccccc3)c3ccccc23)cc1	-8	7	12	i	-5	-4	0	-2	-0.4
N=c1oc2ccc(Br)cc2cc1C(=O)NC1CCCCCC1	-10	-13	3	i	-6	-2	-3	-1	-0.1
COc1ccc(-c2noc(C3CCCN(C(=O)c4ccc(C)cc4)C3)n2)cc1 (configuration not stated)	-2	9	16	i	-1	2	-4	2	0.0
O=C(Nc1ccc2c(c1)CCC2)c1cccc(S(=O)(=O)N2CCN(c3ccccc3)CC2)c1	1	-90	30	i	·	-3	-13	3	1.2
COc1ccc2cc(CN(CCO)C(=O)c3ccc(Br)cc3)c(=O)[nH]c2c1	-4	7	3	i	0	0	-2	-4	2.7
CC(=O)N1C(=O)C2(NCC(C)N2)c2ccccc21 (configuration not stated)	-7	8	-8	i	4	-5	-2	0	-0.5
Cc1ccccc1Oc1ccc(NC(=O)C2CC=CCC2C(=O)O)cc1 (configuration not stated)	-10	-10	-7	i	-8	-16	-7	2	0.2
Cc1cc(=O)[nH]c2sc(C(=O)N3c4ccccc4CC3C)c(N)c12 (configuration not stated)	9	-7	18	i	3	-2	-2	6	2.8
CCN(/C=N/S(=O)(=O)c1ccc(Cl)cc1)CC	0	-7	-3	i	-3	3	0	3	1.3
COc1ccc(N2CCN(C(=O)Cn3nnc(-c4cccs4)n3)CC2)cc1	-4	2	-6	i	-1	2	-3	-1	0.6
CC(=O)N1C[C@H]2CON(C)[C@H]2C[C@H]1c1cccc(-c2cc(Cl)cc(Cl)c2)c1	5	6	-1	i	-2	-2	-1	-1	0.4
COc1ccc(Br)c(C(=O)N(C)CC(=O)Nc2ccc(N3CCOCC3)cc2)c1	-5	-16	-6	i	-2	5	-3	-1	0.1
O=C(C1CCCN(C2CC(=O)N(c3ccc(F)cc3)C2=O)C1)N1CCCC1 (configuration not stated)	-7	18	-7	i	-2	5	-2	0	-1.5
CC(=O)Nc1cc2c(cc1[N+](=O)[O-])OCCO2	4	-5	-7	i	-2	-9	0	2	4.6*
COC(=O)C1=C(N)Oc2cc(C)n(CC3CCCO3)c(=O)c2C1c1ccc(Cl)c(Cl)c1 (configuration not stated)	1	-11	10	i	3	-2	-6	2	-1.2
COC(=O)c1ccc(OCC(=O)NC2CCCCCCC2)cc1	-9	-2	7	i	-2	3	-2	3	0.4
O=C(Cc1c(F)cccc1Cl)Nc1ccc(S(=O)(=O)N2CCOCC2)cc1	-14	22	2	i	5	6	-3	-2	-0.9
O=C(NC(=S)Nc1nc(-c2cccc([N+](=O)[O-])c2)cs1)c1cc(Cl)ccc1Cl	2	24	21	i	9	2	-12	3	0.4
CN(C(=O)/C=C/c1ccco1)c1ccccc1C(=O)O	3	14	-6	i	0	3	-4	0	0.9
